PI4K2A inh: qHTS for small molecular inhibitors of PI4K2A | purified PI4K2A, ADP-Glo luminescence, 1 h; active compounds read low | activity change, negative = inhibition, % at 76.9 µM | actives 0.13% (n = 420,000); in the data active means activity change below about -50%; inconclusive means mostly about -30% to -49%;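 further: -100% = wells without enzyme as full effect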
Target sequence (Q9BTU6 whole entry, looked up): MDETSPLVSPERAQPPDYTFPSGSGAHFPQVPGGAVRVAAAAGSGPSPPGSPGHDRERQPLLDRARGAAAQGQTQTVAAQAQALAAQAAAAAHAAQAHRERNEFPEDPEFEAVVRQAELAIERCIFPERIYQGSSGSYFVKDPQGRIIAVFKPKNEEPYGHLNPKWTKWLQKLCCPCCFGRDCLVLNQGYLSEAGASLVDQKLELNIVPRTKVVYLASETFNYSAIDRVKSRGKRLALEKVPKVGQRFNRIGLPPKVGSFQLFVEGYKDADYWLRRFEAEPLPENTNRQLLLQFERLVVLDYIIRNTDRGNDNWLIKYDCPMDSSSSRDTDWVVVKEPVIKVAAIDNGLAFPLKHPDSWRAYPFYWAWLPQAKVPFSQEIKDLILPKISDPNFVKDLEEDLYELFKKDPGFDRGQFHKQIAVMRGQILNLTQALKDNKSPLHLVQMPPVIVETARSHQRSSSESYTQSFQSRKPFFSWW
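PI4K2A activity was measured by ADP-Glo luminescence: enzyme (4 ug/mL stock) and phosphatidylinositol (1.2 mM stock) in Tris pH 7.5/MgCl2/EGTA/Triton X-100 buffer were reacted with ATP (300 microM stock) for one hour at ambient temperature.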
PGK inhibitor: qHTS Assay to Find Inhibitors of Phosphoglycerate Kinase; Phosphoglycerate kinase, glycosomal (Trypanosoma brucei brucei), P07378; PGK/GAPDH coupled, Kinase-Glo luminescence, 60 min; Potency, µM (top dose mostly 57.5 µM), for the others: at the top dose activity change, negative = inhibition, most hits filed as inhibitors; actives 0.043% (n = 380,000); further: potency means the concentration at half of the fitted maximal effect; nearly all actives have a fitted effect of over 60% in size
Target sequence (P07378 whole entry, looked up): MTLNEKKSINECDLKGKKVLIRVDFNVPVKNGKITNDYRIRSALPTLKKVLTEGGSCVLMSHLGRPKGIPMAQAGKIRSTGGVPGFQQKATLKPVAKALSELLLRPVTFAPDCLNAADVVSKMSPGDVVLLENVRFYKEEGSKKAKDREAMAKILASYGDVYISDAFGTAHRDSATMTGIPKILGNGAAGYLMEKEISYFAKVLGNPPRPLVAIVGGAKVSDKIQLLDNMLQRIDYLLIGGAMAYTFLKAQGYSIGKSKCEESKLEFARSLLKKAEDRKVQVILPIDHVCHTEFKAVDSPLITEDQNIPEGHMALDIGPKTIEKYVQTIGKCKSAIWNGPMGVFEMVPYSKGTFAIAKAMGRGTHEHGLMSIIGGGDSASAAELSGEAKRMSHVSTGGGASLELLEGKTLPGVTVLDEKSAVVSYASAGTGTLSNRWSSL
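Luminescent ATP detection (Kinase-Glo Plus) follows a 60-minute room-temperature incubation, with wells lacking PGK as controls. Buffer: 100 mM TEA (pH 7.6), 5 mM MgCl2, 0.01% Tween-20. Coupling enzyme GAPDH (100 nM final) supplies unstable 1,3-BPG in-well.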
GLS inhibitor: qHTS for Inhibitors of Glutaminase (GLS) | GLS enzymatic activity, qHTS titration | Potency, µM (titrated, usually from 45.5 µM), without a hit: at the highest dose activity change, negative = inhibition, actives largely listed as inhibitors | actives 0.21% (n = 410,000) | AID 624170, 2012; further: potency means the concentration at half of the fitted maximal effect
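hKGA in 45 mM KH2PO4 (pH 8.2), 0.02% Tween-20 with compound, then 1mM L-Glutamine (stock as added) plus glutamate oxidase/HRP/Amplex red coupling mix. Fluorescence read initially and after 30 min at RT; signal change reflects glutamate formation.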
Active calls of the source: *; i = inactive; u = inconclusive. Unless noted, the call rests on the fitted dose curve; in most records, active means well fitted curve in the direction sought with a large enough effect; inconclusive means small, poorly fitted or top-dose-only effect, or another doubt; inactive means no such curve, though single readings can be large; an effect the other way counts as inactive or inconclusive. Unless noted, on the % scale 0 is the no-effect control and ±100 the full control effect. Some of the compounds tested. The share of hits here may be higher or lower than overall.

SMILES	PI4K2A inh	PGK inhibitor	GLS inhibitor
COc1cc2ccc(C(C)=NNC(N)=S)cc2cc1OC	0.9	i	10.3%
c1ccc(COc2ncnc3c2ncn3CCCNCc2cccs2)cc1	-2.2	-0.4%	-1.9%
CN1C(=O)[C@H]2[C@@H](c3ccc(C(F)(F)F)cc3)N[C@]3(CCCN(Cc4cccn4C)C3=O)[C@H]2C1=O	0.1	i	-5.2%
COc1ccc([C@H]2C[C@H](O)[C@@H](n3cc(-c4ccc(F)cc4)nn3)CN2C(=O)C2CCCCC2)cc1	-0.1	-4.2%	0.2%
CCOc1ccc(OCCC(=O)Nc2ccc(N3CCOCC3)cc2N2CCOCC2)cc1	0.3	i	10.0%
COc1cccc(CNC(=O)[C@H](C)NC(=O)N2CC(=O)Nc3ccccc32)c1	-1.8	9.8%	6.1%
CC1=C(C(=O)N2CCOCC2)CC(CC(=O)NCC2CCCCC2)C(=O)N1CCCN1CCCC1=O (centres undefined)	2.2	-10.1%	-9.2%
COc1ccc(C(=O)N(C)C(C)c2nccs2)cc1OC1CCN(C(C)=O)CC1 (centres undefined)	0.9	-3.3%	-1.5%
CCN(CC)c1ccc(C(=O)NNC(=O)Cn2c(=O)cnc3ccccc32)cc1	2.1	5.5%	20.4%
Cn1nc(C(=O)OCC(=O)NCc2ccc(Cl)cc2Cl)c2ccccc2c1=O	3.4	2.0%	8.0%
O[C@H]1C[C@H](c2ccccc2)N(CC2CCCCC2)C[C@@H]1n1cc(C2CC2)nn1	-5.9	-8.0%	-1.9%
C1=CCN(c2nc(N3CCOCC3)nc(N3CCCc4ccccc43)n2)CC1	6.0	-3.3%	-5.8%

Other records follow:
SMILES	PI4K2A inh	PGK inhibitor	GLS inhibitor
Cc1nc2ccccn2c(=O)c1NC(=O)c1ccc2c(c1)OCO2	1.9	2.0%	3.2%
C/C(=N\NC(=O)c1nnn(-c2nonc2N)c1CN1CCC(C)CC1)c1ccc(Br)cc1	-5.2	-3.1%	12.5%
O=c1c(=O)n(CCO)n(CCO)c(=O)n1CCO	2.3	-1.7%	0.6%
O=C1CCC(C(=O)OCC(=O)Nc2ccc(OC(F)F)cc2)=NN1	-0.2	-5.7%	1.2%
Cc1ccc(S(=O)(=O)N2C[C@@H](C)[C@]3(C2)[C@H](O)[C@H](OC(=O)NCc2ccco2)C[C@H]2C(=O)N(c4ccccc4)C(=O)[C@H]23)cc1	1.2	-0.4%	-8.5%
Cc1n[nH]c(=O)n(N=Cc2c[nH]c3ccccc23)c1=O	-4.2	-7.7%	5.9%
CCc1ccc(NC(=O)c2ccc3c(c2)CCN3S(C)(=O)=O)cc1	-2.7	-11.2%	-1.7%
Cc1cccc(CN(C)C[C@@H]2OCc3cnnn3CCCC(=O)N([C@@H](C)CO)C[C@H]2C)c1	6.9	-1.8%	-6.0%
COc1cc2c(cc1OC)CN(C(=O)c1cc(COc3ccccc3SC)on1)CC2	-3.2	i	-4.0%
COc1cccc(S(=O)(=O)N(C)C[C@@H]2OCc3cnnn3CCCC(=O)N([C@@H](C)CO)C[C@@H]2C)c1	-6.8	6.2%	7.6%
COc1ccc(NC(=O)c2ccc(NC(=O)CN3CCN(c4ccccc4O)CC3)cc2)cc1	1.1	-3.5%	14.7%
CCCCN1CC(C)(C)[C@H](CC(=O)Nc2ccc(Br)cc2)C1=O	-0.9	2.0%	-4.8%

Continued:
SMILES	PI4K2A inh	PGK inhibitor	GLS inhibitor
CSc1ccc(/C=N/NC(=O)c2ccc3nc[nH]c3c2)cc1	-3.1	-9.6%	5.8%
O=[N+]([O-])c1cccc(/C=C2\CCc3cnn(C4CCS(=O)(=O)C4)c32)c1 (centres undefined)	0.2	i	-0.4%
CCC(CC)CC1CN2CCc3cc(OC)c(OC)cc3C2CC1(O)CC (centres undefined)	5.3	-1.6%	u
CCOc1cc(CN2CCC(N3CCC(C(=O)NC4CC4)CC3)CC2)ccc1O	-7.2	-9.8%	22.1%
COc1ccc(S(=O)(=O)N2CCN(CC(=O)NC(C)c3cccs3)CC2)cc1 (centres undefined)	-3.4	-4.5%	-5.2%
CC(C)c1ccc(C(=O)Nc2ccc(S(=O)(=O)NC3=NCCCCC3)cc2)cc1	-4.8	-6.1%	1.2%
CN1OC[C@@H]2CN(C(=O)c3ccco3)[C@H](c3ccc(-c4ccc(C#N)cc4)cc3)C[C@@H]21	-2.1	-8.3%	2.4%
S=c1[nH]nc(NC2CCCCC2)s1	-0.1	-1.2%	2.0%
CCCCCCn1c(=O)n2n(c1=O)[C@@H]1CN(S(=O)(=O)c3ccc(C)cc3)C[C@]1(O)[C@@H](OC(=O)NC1CC1)C2	-0.5	-9.3%	-4.8%
COc1cc(C)c2sc3ccccc3c(=O)c2c1NCCN(C)C	-3.0	i	18.6%
COc1ccc(C(=O)NC(C(=O)N2CCN(C/C=C/c3ccccc3)CC2)C(C)C)cc1 (centres undefined)	5.1	i	-10.8%
CCOc1ccc2ccccc2c1CNCCCN1CCOCC1	-1.8	-7.9%	2.9%

The list continues:
SMILES	PI4K2A inh	PGK inhibitor	GLS inhibitor
COc1ccc(CCNC(=O)CCCn2c(=S)[nH]c3ccsc3c2=O)cc1OC	0.1	6.6%	-13.3%
CC(C)(C)c1csc(NC(=O)CCS(=O)(=O)c2ccc(F)cc2)n1	0.3	-1.7%	-0.3%
COc1ccc(-n2nc3c(c2NC(=O)COc2ccccc2OC)CS(=O)(=O)C3)cc1	-2.1	-11.2%	-0.7%
O=C(COC(=O)Cn1cnc2ccccc21)Nc1ccc(Br)cc1	3.7	3.5%	1.6%
CN(C(=O)C1CC1)c1ccccc1	-1.7	-0.2%	-0.4%
COc1ccc(S(=O)(=O)N2CC=C(c3ccccc3)CC2)cc1OC	2.6	i	-9.5%
NNC(=O)Cc1cc(=O)[nH][nH]1	-6.2	-6.3%	24.9%
O=C1CSC(=S)N1N=Cc1c[nH]c2ccc(Br)cc12	-18.6	-8.3%	20.3%
CN(C)S(=O)(=O)c1cccc(NC(=O)C2CCCN(C(=O)c3ccc(Cl)cc3)C2)c1 (centres undefined)	0.1	-3.7%	-3.0%
CCOc1ccc(OCCC(=O)OCC(=O)c2c(N)n(CC(C)C)c(=O)n(C)c2=O)cc1	4.4	i	-7.7%
C[C@@H]1CN([C@H](C)CO)C(=O)CCCn2nncc2CO[C@@H]1CN(C)S(=O)(=O)c1ccccc1F	-10.6	i	-7.6%
Cc1cccnc1NC(=O)Nc1cccc(F)c1	2.8	1.5%	3.0%

An excerpt from above in order of SMILES length, largest number first.
SMILES	PI4K2A inh	PGK inhibitor	GLS inhibitor
Cc1cccnc1NC(=O)Nc1cccc(F)c1	2.8	1.5%	3.0%
NNC(=O)Cc1cc(=O)[nH][nH]1	-6.2	-6.3%	24.9%
CN(C(=O)C1CC1)c1ccccc1	-1.7	-0.2%	-0.4%

Next compounds follow:
SMILES	PI4K2A inh	PGK inhibitor	GLS inhibitor
Cc1ccc([C@H]2C[C@@H](n3cc(C4CC4)nn3)[C@H](O)CN2CC2CCCCC2)cc1	-6.5	-4.0%	0.2%
CCOC(=O)c1csc(-c2csc(CCNC(=O)c3ccccc3)n2)n1	0.6	-8.3%	-2.0%
Cc1ccc(S(=O)(=O)N(C)c2ccc(C(=O)NC3CCCCC3)cc2)cc1	-3.1	-10.5%	4.7%
CC(=O)c1ccc(Cc2ccc(C(C)=O)s2)s1	2.1	0.7%	-0.1%
CCOc1cc(N2CCOCC2)c(OCC)cc1NC(=O)c1ccccc1N1CCCC1=O	-0.5	6.8%	9.8%
Cn1ncc([N+](=O)[O-])c1C(=O)Nc1ccccc1C#N	0.0	-7.2%	0.7%
CCOc1ccc(N(CC(=O)Nc2ccc(Cl)cc2)S(C)(=O)=O)cc1	-2.5	-4.8%	-2.7%
COC(=O)C1=C(C)NC(C)=C(C(=O)OC)C1C(=O)OCC(=O)NC1CCCCC1C (centres undefined)	7.0	-3.3%	1.9%
CCCCOc1ccc(C(=O)NCC(=O)N2CCN(C/C=C/c3ccccc3)CC2)cc1	-8.4	i	-1.9%
CSc1ncnc2c1ncn2CCCN1CCN(c2ccccn2)CC1	-6.6	3.5%	4.3%
Cc1ccc([C@@H]2C[C@H]3[C@@H](CN2S(=O)(=O)c2ccc(C)cc2)C(=O)C[C@@H](c2ccc(Cl)cc2)N3S(=O)(=O)c2ccccc2C)cc1	-4.8	-7.7%	1.5%
CCOC(=O)C1CCN(C(=O)c2ccccc2)c2scc(-c3ccccc3)c2C1=O (centres undefined)	-2.6	-9.2%	2.1%

Additional records:
SMILES	PI4K2A inh	PGK inhibitor	GLS inhibitor
CC12CCC3c4ccccc4CCC3(CO1)C2 (centres undefined)	-8.5	i	-1.9%
O=C(CCc1nnc(Cc2c[nH]c3ccccc23)o1)NCCC1CCCCO1 (centres undefined)	-1.1	-1.9%	5.0%
CC1(c2ccc(F)cc2)OC(=O)c2c1ccc1ccccc21 (centres undefined)	-2.0	3.0%	-1.4%
O=C1NC(=O)C2(CCCc3ccc([N+](=O)[O-])cc32)N1 (centres undefined)	3.3	4.1%	-1.3%
COC(=O)C[C@H]1C[C@H]2c3cc(NC(=O)Nc4ccc(F)cc4)ccc3O[C@H]2[C@@H](CO)O1	-4.8	-2.9%	2.9%
O=C(COC(=O)c1ccc2c(c1)OCCO2)NCc1ccc(Cl)cc1	0.2	-7.5%	-0.6%
Cc1cccc(NC(=O)Oc2ccc(Cl)c3cccnc23)c1	-22.5	-2.3%	-0.3%
O=C1NN(c2ccccc2)C(=O)C1=Cc1ccccc1O	5.3	-1.8%	23.4%
COCCCNC1=C(C#N)C(=O)NC(c2cccs2)S1 (centres undefined)	1.1	-3.0%	4.4%
CC(C)C#Cc1ccc2c(c1)O[C@@H](CN(C)C(=O)c1cnccn1)[C@@H](C)CN([C@@H](C)CO)S2(=O)=O	-5.3	i	-2.9%
COC(=O)C1=C/CCCN(C(c2ccccc2)c2ccccc2)/C=C\1C(=O)OC	-4.3	-8.7%	-1.2%
Cc1cc(C)c2cc(C#N)c(N3CCNCC3)nc2c1	-2.3	-0.5%	-0.8%

5 compounds from above, reduced to GLS inhibitor and PI4K2A inh.
compound,GLS inhibitor,PI4K2A inh
Cc1cccc(NC(=O)Oc2ccc(Cl)c3cccnc23)c1,-0.3%,-22.5
O=C1NN(c2ccccc2)C(=O)C1=Cc1ccccc1O,23.4%,5.3
COCCCNC1=C(C#N)C(=O)NC(c2cccs2)S1 (centres undefined),4.4%,1.1
CC(C)C#Cc1ccc2c(c1)O[C@@H](CN(C)C(=O)c1cnccn1)[C@@H](C)CN([C@@H](C)CO)S2(=O)=O,-2.9%,-5.3
COC(=O)C1=C/CCCN(C(c2ccccc2)c2ccccc2)/C=C\1C(=O)OC,-1.2%,-4.3

The list goes on.
SMILES	PI4K2A inh	PGK inhibitor	GLS inhibitor
OCC1OC(n2cnc3c(SCc4ccccc4)nc(NO)nc32)C(O)C1O (centres undefined)	-11.7	i	-11.7%
CC1(C)CC(=O)C=C(c2cccc(OC(=O)c3ccc(-c4ccccc4)cc3)c2)C1=O	-8.4	-4.5%	-0.7%
CN(Cc1ccc(Cl)c(Cl)c1)C(=O)C1CC(=O)N(c2ccc3c(c2)OCCO3)C1 (centres undefined)	1.8	9.4%	1.9%
C[C@@H]1CN([C@@H](C)CO)C(=O)CCCn2cc(nn2)CO[C@H]1CN(C)S(=O)(=O)c1ccccc1	4.0	-10.9%	-13.8%
CC(C)NC(=O)N(C)C[C@@H]1OCc2cnnn2CCCC(=O)N([C@@H](C)CO)C[C@H]1C	3.8	-4.1%	-7.6%
CC(=O)c1c(O)c(C)c(O)c2c1OC1=Cc3c(c(C)nn3-c3ccccc3)C(=O)C12C (centres undefined)	1.1	-3.9%	1.6%
Cc1ccc(S(=O)(=O)N(C)C[C@@H]2Oc3ncc(Br)cc3C(=O)N([C@H](C)CO)C[C@@H]2C)cc1	-1.3	1.2%	3.2%
O=C(N=C1SC2CS(=O)(=O)CC2N1Cc1ccccc1)C1CC1 (centres undefined)	3.8	-0.1%	-7.1%
O=C(O)c1c(-c2ccccc2)cnc2ccccc12	-5.6	i	-1.0%
CN1OC[C@@H]2CN(Cc3ccccc3)[C@H](c3cccc(-c4ccccc4)c3)C[C@@H]21	-4.6	-6.0%	6.0%
CCn1cc(C(=O)N2CCCC(C(=O)c3cccc(C(F)(F)F)c3)C2)cn1 (centres undefined)	-3.8	i	-0.2%
CNC(=O)C[C@H]1C(=O)N(Cc2ccccc2)C[C@@H]1Cc1ccccc1	-1.0	6.6%	4.1%
c1cnc(NCCSSCCNc2ncccn2)nc1	-2.5	-0.7%	1.7%

Assay outcomes deposited in PubChem BioAssay by National Center for Advancing Translational Sciences (NCATS).
